Screening data as filed in PubChem.
DNMT1 block – blocks human DNA methyltransferase DNMT1. DNMT1 molecular beacon, Hinp1I cleavage, fluorescence. inhibition (reported as % activation of signal), % at 10 µM. actives 0.83% (n = 360,000); in the data active = inhibition above about 50%
NadD inh – blocks S. aureus nicotinate mononucleotide adenylyltransferase; purified NadD enzyme, colorimetric absorbance read-out; inhibition, % at 20 µM; actives 0.78% (n = 360,000); AID 602399; in the data active = inhibition above about 26%; also: some compounds past the cut are filed as inactive
Tb MetRS inh – Trypanosoma brucei MetRS inhibition | AID 624268 | purified T. brucei MetRS, ATP depletion, Kinase-Glo luminescence | inhibition, % at 11.9 µM | actives 0.4% (n = 360,000);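 active = inhibition above a per-plate cutoff of the control wells' mean inhibition plus 3 SD, cut at about 5.5% in these data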;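 also: 0% = DMSO wells median and 100% = median of wells with control inhibitor compound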
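Test system – parasite MetRS enzyme · Reagent – substrates ATP, L-methionine and bulk Escherichia coli tRNA · Doses – 11.9 µM compound single dose, 0.9% DMSO · Times – 15 min enzyme-compound preincubation, 2 h reaction, 10 min detection, 25 °C · Signal – Kinase-Glo luminescence, ATP depletion format · Controls – DMSO-only wells as low control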
SUMO1 PPI mod – alters human SUMO1 binding to SIM partners; P63165; SUMO1 binding to a labelled peptide, TR-FRET, 1 h; inhibition, % at 20 µM; actives 0.33% (n = 360,000); AID 602429; in the data active = inhibition above about 37%
Scp-1 inhibitor – Scp-1 (human) phosphatase inhibition | Recombinant Scp1, phosphopeptide, malachite green phosphate absorbance | inhibition, % at 20 µM | actives 0.88% (n = 340,000) | AID 493091;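 active = inhibition above about 50% at 20 µM, limit read from the data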;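 also: plate controls were DMSO wells with enzyme for no effect and wells lacking enzyme for full effect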
Target sequence (Q9GZU7 76-261 limits assumed): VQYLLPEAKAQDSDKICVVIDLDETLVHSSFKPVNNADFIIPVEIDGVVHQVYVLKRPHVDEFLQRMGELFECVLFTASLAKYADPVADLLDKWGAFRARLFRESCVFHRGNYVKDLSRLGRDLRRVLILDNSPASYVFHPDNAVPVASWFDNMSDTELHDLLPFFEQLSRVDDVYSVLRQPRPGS
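assay system = SCP-1 phosphatase catalytic domain, residues 76-261 | buffer or medium = 50 mM Tris acetate pH 5.5, 0.005% Tween-20, 10 mM MgCl2 | incubation = enzyme reaction 45 min at room temperature, colour 5 min, stabilisation 30 min | signal = Phosphate-binding colour reagent, absorbance read at 630 nm | measure = % inhibition at 20 µM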
NRP1-CendR mod – modulators of CendR peptide binding to human neuropilin-1; O14786; FAM-RPARPAR peptide binding to NRP-1, fluorescence polarization; inhibition, % at 25 µM; actives 0.85% (n = 360,000); AID 602438;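 active = inhibition or corrected inhibition above about 18%, plus a signal ratio from 0.5 to 1.5, limit read from the data, passing the limit was not always enough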; also: strong numbers were not always called active
SKN-1 block – C. elegans SKN-1 inhibition | C. elegans VP596 Pgst-4::GFP/RFP ratio, acrylamide-induced, 24 h | inhibition, % at 21.8 µM | actives 0.49% (n = 360,000) | AID 624304;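 active = interference check ratio from 0.5 to 1.5 plus GFP to RFP signal ratio inhibition reaching or exceeding a fixed threshold, cut at about 30% in these data, passing the limit was not always enough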; also: some compounds called inactive have numbers as strong as hits
STEP block – blocks human striatal-enriched tyrosine phosphatase | P54829 | recombinant STEP, OMFP fluorogenic substrate, fluorescence | inhibition, % at 20 µM | actives 0.25% (n = 360,000);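 active = inhibition at 20 µM, scaled per plate between control wells, above about 37%, limit read from the data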;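 also: 0% = DMSO with enzyme and substrate and 100% = substrate only without enzyme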
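Assay system: isolated STEP enzyme. Buffer or medium: pH 6.0 Bis-Tris with DTT and Tween 20. Also added: fluorogenic phosphatase substrate OMFP at 25 µM final. Dosing: 20 µM, 1% DMSO. Timing: 20 min reaction, room temperature, in the dark. Measured by: fluorescence intensity, excitation 480 nm, emission 540 nm. Evaluation: normalized % inhibition.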
LMPTP inh – LMPTP (human) inhibition; recombinant LMPTP-A, OMFP fluorogenic substrate, fluorescence intensity; inhibition, % at 20 µM; actives 0.22% (n = 360,000);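 active = compounds that cut the enzyme signal by at least half of the control window in the single-dose screen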;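 also: plate controls were DMSO wells with enzyme plus substrate for no effect and substrate without enzyme for full effect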
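material = LMPTP-A | quantity = 0.625 nM enzyme | reagent = OMFP substrate, 400 µM final | buffer or medium = Bis-Tris pH 6.0, DTT, detergent | detection = endpoint fluorescence intensity from OMFP dephosphorylation | dosing = single 20 µM dose | read-out basis = % inhibition relative to no-enzyme and uninhibited control wells | control set = no-enzyme and uninhibited controls | timing = 50 min at room temperature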
Neddyl block – inhibitors of human cullin neddylation. actives 0.58% (n = 360,000). TR-FRET cullin neddylation, biochemical. calls only at 25 µM. P61081+Q13564; in the data active = inhibition above about 36%
Target sequence (P61081 whole entry, looked up): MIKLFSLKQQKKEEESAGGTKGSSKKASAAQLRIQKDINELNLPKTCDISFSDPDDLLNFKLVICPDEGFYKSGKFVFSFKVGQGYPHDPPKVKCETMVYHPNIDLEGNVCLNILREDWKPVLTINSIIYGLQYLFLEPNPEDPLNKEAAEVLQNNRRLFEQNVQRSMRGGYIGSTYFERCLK
Target sequence (Q13564 whole entry, looked up): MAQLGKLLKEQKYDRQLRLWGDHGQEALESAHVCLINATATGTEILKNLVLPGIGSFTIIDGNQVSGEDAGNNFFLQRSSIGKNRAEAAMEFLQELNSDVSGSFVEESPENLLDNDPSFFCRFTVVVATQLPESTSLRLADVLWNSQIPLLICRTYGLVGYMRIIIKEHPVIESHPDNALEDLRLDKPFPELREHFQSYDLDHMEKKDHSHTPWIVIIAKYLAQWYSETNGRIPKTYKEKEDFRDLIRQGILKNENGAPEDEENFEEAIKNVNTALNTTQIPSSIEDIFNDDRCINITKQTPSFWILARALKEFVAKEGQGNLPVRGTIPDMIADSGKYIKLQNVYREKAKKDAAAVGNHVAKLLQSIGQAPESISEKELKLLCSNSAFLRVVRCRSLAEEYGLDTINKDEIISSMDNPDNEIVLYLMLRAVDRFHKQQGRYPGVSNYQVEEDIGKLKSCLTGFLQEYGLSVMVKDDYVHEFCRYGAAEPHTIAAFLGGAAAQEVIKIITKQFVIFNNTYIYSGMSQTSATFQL
The depositor's hits bear a star; i = inactive; nt = not tested or not shown.

SMILES | DNMT1 block | NadD inh | Tb MetRS inh | SUMO1 PPI mod | Scp-1 inhibitor | NRP1-CendR mod | SKN-1 block | STEP block | LMPTP inh | Neddyl block
Nc1nc(=S)c2ncn(C3CCCCC3)c2[nH]1 | 2 | 2 | -0.1 | 11 | -8 | -1 | 17 | -1 | -13 | i
CC(=O)Nc1ccccc1OCC(O)CS(=O)(=O)c1ccc(C(F)(F)F)cn1 (stereo unspecified) | -1 | -4 | -0.8 | 4 | 8 | 2 | 6 | 0 | -2.0 | i
O=C(CN1C(=O)CCC1=O)NCC12CC3CC(CC(C3)C1)C2 | -2 | -8 | -0.4 | -1 | -7 | 8 | -8 | -1 | -1.8 | i
Cn1c(C(=O)Nc2ccc3c(c2)OCO3)cc2sccc21 | -19 | -4 | -0.7 | 0 | -17 | -19 | 11 | -2 | 0.7 | i
S=C(NCCc1ccccn1)NC1CC2CCC1C2 (stereo unspecified) | 1 | -3 | -0.2 | 0 | 13 | -2 | -11 | 1 | -1.8 | i
CCCCN(c1ccccc1)S(=O)(=O)c1cccc(C(=O)O)c1 | 1 | -6 | -0.8 | -2 | -5 | -5 | 4 | -3 | -1.7 | i
O=c1c2cc(NC(=S)NC3CCN(Cc4ccccc4)CC3)ccc2nc2n1CCCCC2 | 0 | -2 | 0.0 | -1 | -1 | -14 | -6 | 0 | 1.2 | i
Cc1cc(Cl)c2oc(C(=O)NCCC3CCCCO3)c(C)c2c1 (stereo unspecified) | 2 | -11 | -0.3 | 5 | -9 | 8 | -2 | 0 | 0.2 | i
CCc1cc(=O)oc2c3c(cc(OCC(=O)NCc4ccco4)c12)OC(C)(C)CC3 | -3 | 5 | 0.7 | 4 | 1 | -7 | 7 | 0 | 1.8 | nt
O=S(=O)(N1CCOCC1)n1cnc2ccccc21 | 5 | -3 | -0.5 | 5 | -6 | -4 | 6 | -2 | -2.4 | i
O=C(NCCN1C(=O)S/C(=C\c2ccc(F)cc2)C1=O)C1CCN(S(=O)(=O)c2cccs2)CC1 | 0 | -5 | -1.1 | 1 | -1 | -2 | 10 | -3 | -0.1 | i
CC(=O)c1ccccc1NC(=O)COC(=O)/C(=C/c1ccccc1)n1nnnc1C | 1 | -8 | -0.6 | -1 | -2 | 6 | -8 | 1 | 0.2 | i
Cc1cc2ncn(N)c2cc1C | 2 | 2 | 0.1 | 2 | -8 | 4 | 6 | 0 | -0.4 | i
Cc1occc1C(=O)Nc1cccc2ccccc12 | -10 | -7 | -2.6 | 1 | -18 | -15 | 17 | 1 | 1.1 | i
CCN1C(=O)[C@H]2[C@H]3CN=C(SCc4ccc(Cl)cc4)N3[C@@](Cc3ccccc3)(C(=O)OC)[C@H]2C1=O | -6 | 5 | 0.5 | 4 | 4 | 13 | -2 | -1 | 2.8 | i
COc1ccc(CCCNC(=O)C2Cc3c(-c4ccccc4)ccnc3O2)cc1 (stereo unspecified) | 3 | 3 | 0.0 | 0 | nt | 5 | -6 | -1 | 1.4 | i
COc1ccc(C(C)=O)cc1CSc1nnc(-c2ccncc2)n1C | 6 | -2 | 0.3 | -4 | 9 | 9 | 8 | -2 | -0.6 | i
CS(=O)(=O)N1CCN(c2nc(-c3ccccc3)cs2)CC1 | -3 | -3 | -0.9 | -3 | 3 | -6 | 2 | 3 | 1.5 | i
CCOC(=O)CSc1nc2ccc(NC(C)=O)cc2s1 | 3 | -2 | -0.2 | 0 | -4 | -9 | 29 | 2 | -0.8 | i
O=C(CSC(=S)N1CCCCC1)Nc1ncc2c(n1)CCCC2=O | -1 | 1 | -0.3 | -1 | -7 | 1 | -13 | -2 | -2.0 | i
CS(=O)(=O)N(CC(=O)N1CCC(C(N)=O)CC1)C1CCCCC1 | -2 | 3 | 0.1 | -2 | -10 | -1 | -8 | -5 | -1.2 | i
CCC(=O)N1N=C(c2ccc(Cl)cc2)CC1c1ccco1 (stereo unspecified) | -1 | -2 | 0.4 | -3 | -10 | 11 | 6 | 4 | -0.5 | i
COCCNC(=O)c1cc(-c2ccccc2)sc1N | nt | nt | -1.2 | -11 | nt | -97 | 13 | nt | -0.2 | i
Cc1ccccc1-n1nc2c(c1NC(=O)c1cc3ccccc3o1)CS(=O)(=O)C2 | 19 | -3 | -0.2 | 5 | 0 | -18 | 4 | 3 | -1.2 | i
Cc1cccc(CC(Cc2nc3ccccc3[nH]2)c2nc3ccccc3[nH]2)c1 (stereo unspecified) | -10 | 4 | 8.4* | -1 | 6 | 1 | 6 | 13 | 1.9 | i
O=C(CCC(=O)Nc1ccccc1)NNC(=O)COc1ccccc1 | -3 | 3 | 0.8 | 1 | -7 | 6 | -3 | -2 | -0.1 | i
CCCc1[nH][nH]c(=O)c1C(c1ccc(Br)cc1)C(C#N)C#N (stereo unspecified) | -8 | -1 | -0.8 | -6 | 0 | 0 | 10 | -1 | -2.7 | i
CCC(=O)N1CCN(C(=O)c2ccccc2)CC1 | 0 | 3 | 0.7 | -1 | -6 | -12 | 14 | -1 | -0.6 | i
CCOC(=O)CN1C(=O)C(C)(C)Oc2ccc(C(=O)Nc3ccccc3OC)cc21 | 3 | 3 | -0.1 | 3 | -11 | -8 | -4 | 1 | 0.1 | i
Cn1c(=O)c2ncn(CC(=O)Nc3cc(C(F)(F)F)ccc3N3CCOCC3)c2n(C)c1=O | 1 | -2 | -0.6 | 1 | -3 | 1 | 11 | -3 | -0.3 | i
COc1ccc(-n2c(=O)c3c4c(sc3n3c(=S)[nH]nc23)CCC4)cc1 | 1 | 11 | 0.2 | 9 | -2 | -10 | 15 | 2 | -4.1 | i
COc1cccc(C2=CC(c3ccc(N(C)C)cc3)n3nnnc3N2)c1 (stereo unspecified) | -9 | 4 | -0.1 | -7 | -18 | -16 | -29 | 1 | -2.2 | i
COc1ccc(C(=O)OCC2CC(c3ccccc3)N(C)O2)cc1 (stereo unspecified) | -10 | 4 | -0.2 | -5 | -2 | 8 | 14 | -1 | -0.1 | i
COc1ccccc1Nc1nn2c(=O)c3ccc(C(=O)N4CCCCC4)cc3nc2s1 | -2 | -6 | 0.2 | 5 | -6 | -1 | 3 | 1 | 1.5 | i
COc1ccc(C2(c3ccc(OC)cc3)NC(=O)N(CC(=O)Nc3cc(C)on3)C2=O)cc1 | -3 | 2 | -0.2 | 0 | -16 | -2 | 2 | -2 | 0.4 | i
N/C(Cc1ccc([N+](=O)[O-])cc1)=N\OC(=O)CC1CCCCC1 | -2 | -6 | 0.3 | -15 | -5 | -3 | -4 | -3 | -0.5 | i
CC(C)(C)c1ccc(S(=O)(=O)N2CCC(CO)(CC3CCCCO3)CC2)cc1 (stereo unspecified) | -1 | -2 | -0.2 | -1 | -9 | 18 | 6 | 1 | 0.5 | i
COc1ccc(N2C(=O)C3CCCN3C2=S)cc1 (stereo unspecified) | 2 | -1 | -0.2 | 2 | 1 | 9 | -9 | 0 | -0.3 | i
Cc1ccc(S(=O)(=O)N2CCN(CC(=O)Nc3ccc(N4CCOCC4)cc3)CC2)cc1C | -8 | 4 | -0.5 | 0 | 3 | 4 | -12 | -4 | -1.7 | i
O=C(Nc1ccc(S(=O)(=O)N2CCCC2)cc1)C1CC(=O)N(CCc2ccc(F)cc2)C1 (stereo unspecified) | -2 | 1 | -0.3 | 3 | -4 | -6 | 7 | 3 | 1.4 | i
CCCn1c(N)c(N(CCOC)C(=O)c2ccc(N(C)S(=O)(=O)c3ccc(C)cc3)cc2)c(=O)[nH]c1=O | -2 | 1 | -0.5 | -1 | 4 | 7 | 3 | 1 | -0.7 | i
O=C(CSc1ccc2nnc(-c3cccnc3)n2n1)Nc1ccccc1 | 1 | -4 | -0.3 | 3 | 1 | 13 | 12 | -5 | -0.6 | i
CC(C)NC(=O)CSc1nc(N)c(NC(=O)c2ccccc2F)c(=O)[nH]1 | 1 | -2 | -0.3 | 3 | -7 | -6 | 6 | -4 | -0.9 | i
CC(C)OCC1CC(CC(=O)NC(=S)Nc2cccc([N+](=O)[O-])c2)C(=O)O1 (stereo unspecified) | 0 | -1 | 0.0 | -22 | -5 | -7 | -3 | -1 | -0.2 | i
COc1ccc(N2CC(C(=O)N/N=C/c3cccs3)CC2=O)cc1 (stereo unspecified) | 2 | -3 | -0.7 | -8 | -3 | -1 | 8 | -2 | -1.2 | i
CN(C)S(=O)(=O)N1CCN(C(=O)c2cccc(Br)c2)CC1 | 2 | 8 | -1.4 | -1 | -1 | 1 | 19 | -2 | -1.1 | i
